Screening results from PubChem BioAssay.
Nrf2 activator = activators of Nrf2 (ARE) signaling. 410,000 tested, 0.31% active. AID 624171. AREc32 ARE-luciferase reporter (MCF7-derived line), luminescence, 24 h. Potency, µM (top dose mostly 46.1 µM), inactives show top-dose activation, hits mostly activators; note: potency is the fitted concentration of half-maximal effect; % of control where 0% means no effect; nearly all actives have a fitted effect of over 65% in size
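Quantitative high-throughput format: AREc32 reporter cells, 1000 per well, received compound by pin transfer and were incubated 24 hr at 37 deg C, 5% CO2, before Steady-Glo luminescence detection.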
Nrf2 inh = Nrf2 pathway inhibition; A549 ARE-Fluc reporter, luciferase luminescence, 18-24 h; Potency, µM (series often up to 46 µM), without a hit: at the top dose activity change, negative = inhibition, usual class: inhibitors; 360,000 tested, 2.1% active; AID 504444; note: potency is the fitted concentration of half-maximal effect; % is set by controls: 0 for no effect and ±100 for the full control effect; nearly all actives have a fitted effect of over 60% in size
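Two sequential reads on A549 ARE_Fluc cells exposed to compound for 18-24 h: a CellTiter-Fluor fluorescence read for viability, then a luciferase luminescence read for Nrf2/ARE activity.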
Mm-Cpn inhibitor = blocks the Methanococcus maripaludis chaperonin Mm-Cpn; purified Mm-Cpn ATPase, ADP Transcreener TR-FRET; Potency, µM (highest dose often 76.9 µM), without a hit: at the top dose activity, negative = inhibition, hits mostly inhibitors; 330,000 tested, 0.031% active; note: potency is the fitted concentration of half-maximal effect; % is set by controls: 0 for no effect and ±100 for the full control effect; nearly all actives have a fitted effect of over 80% in size
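25 nM Mm-CPN + cpd, 10 min 37°C; + 10 uM ATP, 30 min 37°C; buffer 30 mM Tris pH 7.4, 100 mM KCl, 5 mM MgCl2, 1 mM DTT; Transcreener ADP HTRF detection 30 min RT.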
HepG2 tox = counter-screen for TGF-b inhibitors: cytotoxicity in HepG2 cells; 410,000 tested, 0.76% active; HepG2 CAGA-GFP viability, ATP luminescence, 18 h; Potency, µM (highest dose often 46.1 µM), for the others: top-dose activity change, negative = cytotoxicity, hits mostly cytotoxic; note: potency is the fitted concentration of half-maximal effect; some results filed as inactive show a strong effect at the top dose
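CellTiter-Glo luminescence gave cytotoxicity after 18 hours at 37 degrees C. The cells were HepG2 CAGA-GFP in 1% FBS DMEM, stimulated with 500 pg/mL TGF-beta after compound addition. %Activity was normalised to no-cell wells (complete cell-killing) and DMSO (no toxicity), and curves were fitted and classified.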
Abeta rescue = compounds reversing amyloid beta toxicity in yeast; Potency, µM (titrated, usually from 46.1 µM), without a hit: at the highest dose growth rescue, actives largely listed as activators; 410,000 tested, 0.063% active; yeast expressing A-beta42, growth rescue, OD600, 48 h; response scale: 0% DMSO, 100% iron-clioquinol control; note: potency is the fitted concentration of half-maximal effect; nearly all actives have a fitted effect of over 55% in size
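Yeast growth medium received pinned compounds, then yeast cells expressing toxic A-beta were added; plates incubated at 30 C for 48 hr. Growth read as absorbance at 600 nm, normalized to DMSO and equimolar FeCl3 plus clioquinol controls.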
CCT modulator = modulators of cytosolic chaperonin (CCT/TRiC) activity | purified chaperonin ATPase assay, HTRF ADP detection, 30 min | activity change, % (no concentration beside the values), hits read low | 360,000 tested, 0.3% active | AID 651819; in the data active = activity change below about -30%; note: % is set by controls: 0 for no effect and ±100 for the full control effect
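TRiC at 40 or 20 nM final (batch-dependent) in 30 mM Tris pH 7.4, 100 mM KCl, 5 mM MgCl2, 1 mM DTT, with compound at single 76 uM and 10 uM ATP, 30 min at 37 deg C. ADP detected by HTRF Transcreener, 665/615 ratio.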
A549 tox = A549 cytotoxicity, counter-screen for Nrf2 inhibitors. A549 ARE-Fluc cells, CellTiter-Fluor viability, 18-24 h. Potency, µM (highest dose often 46 µM), without a hit: at the top dose activity change, negative = cytotoxicity, actives largely listed as inhibitors. 390,000 tested, 0.16% active. AID 504648; note: potency is the fitted concentration of half-maximal effect; % is set by controls: 0 for no effect and ±100 for the full control effect
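Cytotoxicity counterscreen: CellTiter-Fluor fluorescence was measured in A549 ARE_Fluc cells after 18-24 h of compound exposure in a concentration series. The subsequent BugLite luminescent read reports ARE-luciferase activity.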
pAkt inh = Akt phosphorylation inhibition. Neuro2A IGF-stimulated pAkt S473 HTRF, 20 min; active compounds read low. activity change, % for hits at 50 µM. 360,000 tested, 0.32% active. AID 651550; in the data active = activity change below about -80%; inconclusive = mostly about -51% to -80%; note: % is set by controls: 0 for no effect and ±100 for the full control effect
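Neuro2A cells in DMEM with 0.5% FBS, overnight at 37 deg C, given compound at single 50 µM final, then IGF (6 nM final) for 20 min at 37 deg C. Lysed; phospho-Akt Ser473 by HTRF after 24 h, 665/615 ratio.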
TGFb inhibitor = inhibitors of TGF-b signaling; HepG2 CAGA-GFP TGF-b/SMAD3 reporter, GFP fluorescence, 18 h; TGF-beta stimulated, 500 pg/mL final; Potency, µM (doses to about 46.1 µM), for inactives: at the highest dose activity, negative = inhibition, most hits filed as inhibitors; 410,000 tested, 1.2% active; AID 588855; note: potency is the fitted concentration of half-maximal effect; % is set by controls: 0 for no effect and ±100 for the full control effect; nearly all actives have a fitted effect of over 65% in size
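Per well, imaged GFP fluorescence of HEPG2 CAGA-GFP cells gives the signal; cells get compound, then TGF-beta (500 pg/mL final), 18 h at 37 degrees C; %Activity versus -TGF-beta and +DMSO controls.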
Starred values were filed as active, the others as inactive; i = inactive; u = inconclusive; x = no result given. Unless noted, calls come from the whole dose curve; as a rule, active = well fitted curve in the direction sought with a large enough effect; inconclusive = small, poorly fitted or top-dose-only effect, or another doubt; inactive = no such curve, though single readings can be large; an effect the other way counts as inactive or inconclusive.

Each structure is followed by: Nrf2 activator	Nrf2 inh	Mm-Cpn inhibitor	HepG2 tox	Abeta rescue	CCT modulator	A549 tox	pAkt inh	TGFb inhibitor
O=C(COc1ccccc1)c1ccccc1
 : 3.9%	u	x	6%	4%	-0.9	10%	i	4%
COc1ccc(CCNS(=O)(=O)c2ccc(Br)cc2)cc1OC
 : 2.2%	u	-1%	-7%	20%	-2.9	-2%	i	-5%
CNc1ccc(C=C2C=Cc3ccccc32)cc1
 : 10%	u	x	-35%	0%	-7.9	-23%	i	u
O=C(NCc1csc(-c2cccs2)n1)C1CC1
 : 5.0%	28%	1%	20%	8%	3.4	5%	i	21%
O=C(CN1CCN(CC(=O)Nc2ccc(Cl)cc2)CC1)Nc1ccc(F)cc1
 : 4.9%	8%	-6%	-4%	-8%	-5.2	-1%	i	-18%
Cc1ccccc1NCc1ccc(O)c2ncccc12
 : 0.0%	u	0%	-41%	-20%	-5.2	u	i	10µM*
Cc1ccccc1NS(=O)(=O)c1ccc2c(c1)n(C)c(=O)n2C
 : 4.4%	-21%	4%	-4%	-10%	0.7	0%	i	0%
Cc1ccc(N(CC(=O)N/N=C/c2ccc(OCC(N)=O)cc2)S(C)(=O)=O)cc1Cl
 : -0.1%	-9%	-3%	4%	-3%	-2.0	0%	i	18%
COC(=O)c1c(NC(C)=O)c2c3c(sc2n1Cc1cc(C)ccc1C)CCCC3
 : -0.6%	u	x	-19%	-22%	x	0%	x	1%
CC[C@H](C)[C@H]1CNC(=O)C(=O)N1CC1CCN(CCc2ccc(Cl)c(Cl)c2)CC1
 : 7.3%	10%	x	-18%	-1%	-1.3	13%	i	-15%
Cn1nc(C(C)(C)C)cc1C(=O)N1CCCCC1c1cc(C(=O)Nc2ccccc2)no1 (stereo not given)
 : 3.4%	x	x	-18%	-8%	0.8	x	i	-16%
O=C(Nc1ccc(F)cc1)OCCOc1ccc([N+](=O)[O-])cc1
 : -1.6%	14%	2%	20%	-4%	2.1	9%	i	5%
Cc1c(C#N)c(N=CN(C)C)c(C(=O)c2ccc(Br)cc2)n1-c1ccccc1
 : -0.7%	-16%	0%	0%	12%	-1.5	-10%	i	5%
O=C(CN1CCN(CC(=O)Nc2ccccc2C(F)(F)F)CC1)Nc1ccccc1F
 : -0.3%	x	-3%	22%	11%	-2.5	0%	i	0%
COc1ccc2ncc3c(-c4ccc(C)c(C)c4)nn(CC(=O)NC4CCCCC4)c3c2c1
 : 0.8%	10%	x	-2%	-10%	x	0%	x	1%
COc1ccc(CC(=O)Nc2ccc(S(=O)(=O)Nc3cc(C)on3)cc2)cc1OC
 : -0.2%	x	0%	12%	3%	-2.5	-2%	i	5%
Cc1cc(OCC(=O)Nc2cccnc2)c2c(C)cc(=O)oc2c1
 : 0.2%	-8%	-3%	1%	10%	1.2	1%	i	0%
CN1CN=C(NS(=O)(=O)c2ccc([N+](=O)[O-])cc2)NC1
 : -0.4%	-20%	0%	-6%	-11%	-0.6	-5%	i	0%
O=C(CSCc1cc(=O)n2nc(C3CC3)sc2n1)Nc1ccccc1Cl
 : -0.1%	0%	1%	-1%	-5%	4.9	2%	i	1%
CC1(C)CC(CC(=O)Nc2ccccc2[N+](=O)[O-])C(=O)O1 (stereo not given)
 : -0.2%	8%	1%	20%	13%	-0.6	-3%	i	4%
CC(C)n1cnc2cc(NCc3ccccn3)ccc21
 : 0.1%	21%	-2%	4%	5%	2.2	2%	i	1%
COCCN(C(=S)Nc1cc(C)cc(C)c1)C(C)c1cccs1 (stereo not given)
 : 0.0%	0%	3%	-29%	29%	-1.7	u	i	-19%
CC(=O)NC(NC(=S)Nc1c(C)n(C)n(-c2ccccc2)c1=O)C(Cl)(Cl)Cl (stereo not given)
 : -0.6%	13%	0%	3%	-13%	0.4	-3%	i	5%
CCn1c(COc2ccc(C)cc2)nnc1SCC(=O)Nc1ccc2c(c1)OCCO2
 : 0.0%	14%	-2%	0%	-7%	0.8	-15%	-108%*	-12%
COc1cccc(/C=N/n2cnc3c(cnn3-c3ccccc3)c2=O)c1
 : -1.8%	u	1%	1%	-1%	-2.8	-6%	i	19%
CCOC(=O)c1ccc(Nc2nc(N3CCOCC3)nc(N3CCOCC3)n2)cc1
 : -2.4%	3%	-1%	-2%	-5%	0.3	2%	i	7%
Cc1ccccc1-c1noc(-c2cccs2)n1
 : u	u	0%	-30%	-19%	-1.0	-2%	i	6%
COc1cc(C2C(S(=O)(=O)c3ccccc3)CON2C)ccc1OCc1ccc(F)cc1 (stereo not given)
 : -0.8%	6%	-2%	1%	20%	-1.0	0%	i	10%
O=C(NCc1cccnc1)Nc1cccc(C(F)(F)F)c1
 : -0.9%	-10%	-1%	-9%	-6%	2.4	5%	i	1%
CCCc1cc(CN(C)C(=O)CC2C(=O)NCCN2Cc2ccccc2C)[nH]n1 (stereo not given)
 : -0.1%	2%	1%	9%	4%	1.7	1%	i	-1%

Arranged by molecular weight (lowest first): part of the list above.
Each structure is followed by: Nrf2 activator	Nrf2 inh	Mm-Cpn inhibitor	HepG2 tox	Abeta rescue	CCT modulator	A549 tox	pAkt inh	TGFb inhibitor
CC1(C)CC(CC(=O)Nc2ccccc2[N+](=O)[O-])C(=O)O1 (stereo not given)
 : -0.2%	8%	1%	20%	13%	-0.6	-3%	i	4%
Cc1ccccc1NS(=O)(=O)c1ccc2c(c1)n(C)c(=O)n2C
 : 4.4%	-21%	4%	-4%	-10%	0.7	0%	i	0%
COc1ccc(CC(=O)Nc2ccc(S(=O)(=O)Nc3cc(C)on3)cc2)cc1OC
 : -0.2%	x	0%	12%	3%	-2.5	-2%	i	5%
COc1ccc2ncc3c(-c4ccc(C)c(C)c4)nn(CC(=O)NC4CCCCC4)c3c2c1
 : 0.8%	10%	x	-2%	-10%	x	0%	x	1%

(more compounds)
Each structure is followed by: Nrf2 activator	Nrf2 inh	Mm-Cpn inhibitor	HepG2 tox	Abeta rescue	CCT modulator	A549 tox	pAkt inh	TGFb inhibitor
Cc1cccc(-c2noc(-c3ccc(NCc4cccnc4)c([N+](=O)[O-])c3)n2)c1
 : 8.8%	-10%	x	-3%	-20%	x	-1%	x	-48%
O=C(CCc1ccc(S(=O)(=O)NC2CCCCC2)cc1)N(Cc1ccccc1)Cc1ccccc1
 : -0.3%	u	-1%	-1%	13%	-1.3	-19%	i	-21%
CN(C)CCOc1ccc(C(C)(C)c2ccccc2)cc1
 : -0.3%	4%	-2%	48%	8%	-1.6	1%	i	-12%
c1cncc(-c2nnc3sc(C4CCCCC4)nn23)c1
 : 0.2%	u	0%	2%	-13%	-3.1	-4%	i	-1%
CC(C)Nc1ccc(-c2nc(-c3ccncc3)no2)cc1[N+](=O)[O-]
 : 4.7%	-13%	x	-5%	-13%	x	1%	x	0%
C/C(=N\NC(=O)c1cc(C)nc2ccccc12)c1cccs1
 : 0.0%	u	-3%	6%	4%	-1.5	-5%	i	2%
CCN(c1ccccc1)S(=O)(=O)c1ccc(OC)c(NC(=O)CN2C(=O)NC(C)(C)C2=O)c1
 : 0.1%	-5%	0%	3%	6%	-2.6	-2%	i	9%
CCOC(=O)c1cc2sccc2n1CC(=O)Nc1ccc(OC)cc1
 : -0.6%	u	-1%	-18%	10%	1.2	u	u	-14%
COc1ccc(NC(=O)N2CCCC2C(=O)NCc2ccccc2Cl)cc1 (stereo not given)
 : -0.6%	6%	-1%	3%	0%	0.4	2%	i	0%
CC(CCc1ccccc1)NC(=O)Cc1cccs1 (stereo not given)
 : -0.7%	4%	-2%	0%	12%	1.8	0%	i	1%
COc1ccc2c(c1)C(=O)CC(c1ccc3c(c1)OCCO3)O2 (stereo not given)
 : 5.4%	30%	0%	-25%	-17%	-0.3	-8%	i	u
Cc1ccc(-c2nc(SC(C)C(=O)N3CCOCC3)n[nH]2)cc1 (stereo not given)
 : 1.5%	14%	3%	-4%	8%	-4.8	0%	i	1%
COc1cccc(NC(=O)COC(=O)Cc2ccc(Br)cc2)c1
 : -0.3%	1%	-1%	6%	14%	-1.2	4%	i	-10%
CCOC(=O)N1CCN(C(=O)C2CCN(S(=O)(=O)CC)CC2)CC1
 : -0.7%	10%	2%	6%	-14%	0.4	6%	i	8%
COc1cc(C(=O)N2CCN(C(=O)c3ccccc3)CC2)cc(OC)c1OC
 : 0.3%	10%	-1%	-22%	8%	-4.0	0%	x	-2%
COc1ccc(OC)c(CCNC(=O)C(C)n2nc(C)c3c(C)n(-c4ccccc4)nc3c2=O)c1 (stereo not given)
 : 0.0%	-14%	3%	-6%	-4%	-0.2	0%	i	u
COc1cccc(NC(=O)CN(C)C(=O)c2cc(-c3ccccc3)nc3ccc(C)cc23)c1
 : 0.3%	u	x	-5%	7%	1.1	-17%	i	11%
Cc1ccnc(NC(=O)c2cccc(S(=O)(=O)N3CCN(c4ccccc4)CC3)c2)c1
 : -0.7%	u	1%	-6%	3%	-1.4	-1%	i	0%
CCC(NC(=O)CNC(=O)CNC(=O)c1ccc(Cl)cc1Cl)c1ccc(C)cc1 (stereo not given)
 : 0.9%	-4%	-1%	-7%	-2%	-0.4	2%	i	-5%
Nc1ccccc1-c1nc2ccccc2c(=O)o1
 : 3.5%	21%	-18%	6%	-8%	1.3	0%	i	6%
COc1ccc(CNCCC(c2ccc(F)cc2)c2ccc(OC)cc2)cc1 (stereo not given)
 : 6.5%	26%	-1%	-97%	36%	-0.4	10%	i	u
CCCCn1c(SCC(=O)N2CC(C)CC(C)C2)nc2cc(S(N)(=O)=O)ccc21 (stereo not given)
 : -0.7%	x	1%	4%	10%	0.6	-1%	i	18%
